# Compound activity as filed in PubChem.
# mlh1 rad18 – NCI yeast anticancer drug screen, S. cerevisiae mlh1 rad18 strain | % growth inhibition at 50 µM | 79,000 compounds, 11% hits | AID 175;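 also: 0% = growth of vehicle-only cultures of the same strain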
#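 Steps: expose repair-defective yeast to compound; measure growth; express inhibition against vehicle-treated controls.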
# yeast mec2-1 – NCI yeast anticancer drug screen, S. cerevisiae mec2-1 strain | growth inhibition, % at 50 µM | AID 157 | 79,000 compounds, 9% hits;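 also: 0% = growth of vehicle-only cultures of the same strain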
#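 mec2-1 yeast strain, carrying an alteration in DNA damage repair or cell cycle control, was exposed to compounds; growth inhibition was measured relative to vehicle-treated controls.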
# yeast rad50 – NCI yeast anticancer drug screen, S. cerevisiae rad50 strain. % growth inhibition at 50 µM. 79,000 compounds, 10% hits;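 also: 0% = growth of vehicle-only cultures of the same strain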
#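 A DNA repair-deficient yeast mutant serves as the test organism; compound-induced growth inhibition is calculated against vehicle-treated cells.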
# yeast cln2 rad14 – NCI yeast anticancer drug screen, S. cerevisiae cln2 rad14 strain; 78,000 compounds, 8.3% hits; AID 165; % growth inhibition at 50 µM;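 also: 0% = growth of vehicle-only cultures of the same strain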
#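 cln2 rad14 yeast strain; compound exposure; growth inhibition read vs vehicle controls.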
# sgs1 mgt1 – NCI yeast anticancer drug screen, S. cerevisiae sgs1 mgt1 strain; % growth inhibition at 50 µM; 78,000 compounds, 10% hits;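 also: 0% = growth of vehicle-only cultures of the same strain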
#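 This yeast growth screen uses a strain with defined DNA-repair lesions; compound-treated growth is compared with vehicle-treated growth.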
# yeast bub3 – NCI yeast anticancer drug screen, S. cerevisiae bub3 mutant strain; % growth inhibition at 50 µM; 78,000 compounds, 9.9% hits;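 also: 0% = growth of vehicle-only cultures of the same strain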
#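 Screening used yeast with an engineered genetic alteration affecting cell cycle control. Compound-exposed cultures were compared with vehicle cultures, and reduced growth was taken as inhibition.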
# * marks the source's active call; other numbers are inactive results; nt = not tested or not shown; & = joins results of further samples; ! = repeats disagree. Rule as the data show it: active = growth inhibition above about 70%; inactive = the rest.
# Every second line gives: mlh1 rad18	yeast mec2-1	yeast rad50	yeast cln2 rad14	sgs1 mgt1	yeast bub3
Cc1nn(-c2cc(Cl)ccc2[N+](=O)[O-])c(C)c1Cl
  15	54	50	26	44	64
S=C1SCN(c2ccc3c(c2)OCO3)CN1c1ccc2c(c1)OCO2
  -20	-34	-24	-1	21	-1
Cc1cccc(-n2c(CC#N)n[nH]c2=S)c1
  5	-22	21	3	0	5
FC1(F)ON2CCc3ccccc3C2[C@H]1c1ccccc1 (some centres undefined)
  -50	15	13	10	10	22
CCCCCCCCCCCCNc1ncnc2c1cnn2C
  -25	-14	-9	-47	-1	24
C=CCOC(=O)C1CC(C)=CC(C)C1C (centres undefined)
  5	4	24	-46	-14	-12
FC(F)(F)C1=NCCN1
  -10	-11	0	11	-3	-2
O=C1CCCCCCC1
  19	-17	24	-11	-8	-9
CCCCCCC(C)OC(=O)Nc1cccc2ccccc12 (centres undefined)
  17	16	20	-130	55	54
Cc1ccccc1C1OC(=O)c2ccc3ccccc3c21 (centres undefined)
  7	2	11	8	14	1
COc1ccc(CN2CCC[S+]2C)cc1 (centres undefined)
  6	10	-3	4	16	3
CC(=O)NCC(=O)c1ccc([N+](=O)[O-])cc1
  -2&30	-24&-16	-15&17	7&0	-1&13	-18&-7
CCOC(=O)C(CCC(C)=O)C(=O)OCC
  -19	13	-1	25	-6	6
COc1ccc(C2CC(c3ccc(C4=NN(c5ccccc5)C(c5ccc(OC)cc5OC)C4)cc3)=NN2c2ccccc2)c(OC)c1 (centres undefined)
  22	8	-8	-14	-2	-12
Cn1c(=O)[nH]c2nnc(-c3ccccc3)nc2c1=O
  68	29	57	-14	61	33
CCn1c2ccccc2c2ccc(N=Cc3ccc(N(C)C)cc3)cc21
  48	42	62	27	61	71*
Cc1cc(-n2nnc3ccccc3c2=O)on1
  2	-31	-21	-10	-17	-26
Cc1c(-c2ccccc2)c(-c2ccccc2)c(C)c(-c2ccc3c(c2)CCCC3)c1-c1ccccc1
  -17	-3	-15	2	-33	22
c1ccnnc1
  4	-29	16	-10	5	0
CCCOC(=O)C(O)Cc1ccccc1 (centres undefined)
  -34	18	-27	0	6	-11
Cc1ccc(NC(=O)c2cc3ccccc3c(N=Nc3ccccc3O)c2O)c(C)c1
  11	5	-12	10	9	13
CN(CCO)CC(=O)CC(O)(C(F)(F)F)C(F)(F)F
  -40	17	14	29	16	3
CCCCCCC(C)C(CC)(C(=O)OCC)C(=O)OCC (centres undefined)
  8	7	-16	12	0	-14
N#C/C(=C\c1c[nH]c2ccccc12)c1ccc([N+](=O)[O-])cc1
  -4	-10	-14	3	5	-5
Cc1ccc2c(c1)-c1c3c(nn1-c1ccccc1)-c1ccccc1SC3O2 (centres undefined)
  -3	-17	-32	6	-8	-17
Fc1c(F)c(F)c(CCc2c(F)c(F)c(F)c(F)c2F)c(F)c1F
  19	-8	11	-39	16	-41
O=C1NC2(O)c3ccccc3C(=O)C2(O)N1c1ccccc1 (centres undefined)
  47	12	11	8	24	30
Nc1ccccc1SC1CC(=O)N(c2cccc(Cl)c2)C1=O (centres undefined)
  -25	-25	-11	-7	-5	-1
NC(=O)C1(N2CCCCC2)CCNCC1
  4	-16	8	7	-8	-5
Cc1nnc(CC#N)n1NC(=O)CC#N
  10	-3	4	-18	-3	9

# An excerpt from above, limited to yeast cln2 rad14, yeast mec2-1 and sgs1 mgt1:
canonical_smiles | yeast cln2 rad14 | yeast mec2-1 | sgs1 mgt1
CCCCCCC(C)C(CC)(C(=O)OCC)C(=O)OCC (centres undefined) | 12 | 7 | 0
N#C/C(=C\c1c[nH]c2ccccc12)c1ccc([N+](=O)[O-])cc1 | 3 | -10 | 5

# The list continues.
# Every second line gives: mlh1 rad18	yeast mec2-1	yeast rad50	yeast cln2 rad14	sgs1 mgt1	yeast bub3
Nc1ccc2c(c1)sc1ccccc12
  94*	33	85*	-13	63	93*
CCN(CC)CC(O)c1ccc2ccccc2c1 (centres undefined)
  41	13	48	-21	26	22
CC(=O)c1sc(-c2nc(C)c(C(=O)/C=C\c3ccc(/C=C\C(=O)c4sc(-c5nc(C)c(C(C)=O)s5)nc4C)cc3)s2)nc1C
  -14	-13	-19	-12	-9	4
CCCC1=NC(C(F)(F)F)(C(F)(F)F)N=C(N2CCOCC2)O1
  1	7	1	5	-2	27
Cn1c(=O)[nH]nc(Br)c1=O
  -25	-10	3	-5	-9	-5
COc1ccc(/C=C2\c3cc(OC)c(OC)cc3CCN2C(=O)c2ccccc2)cc1OC
  16	-22	-37	-17	-27	-31
CCCSc1n[nH]c(=S)c2nc[nH]c12
  -1	-24	-2	-6	-15	-22
O=C(O)COc1ccc(F)c(F)c1F
  -20	4	-16	-10	21	-3
CCOC(=O)C(O)C(O)C(O)C(O)C(=O)OCC (centres undefined)
  -9	-8	6	-2	2	-8
CCOC(=O)NN(C(=O)OCC)c1c(NC)n(C)c(=O)n(C)c1=O
  13	7	-23	-24	-8	11
CN(C)c1ccc2nc3ccc(=[N+](C)C)c([N+](=O)[O-])c-3sc2c1
  -5	3	-20	-9	23	-2
CC(NC(=O)/C(C#N)=C/c1ccc2[nH]ccc2c1)c1ccccc1 (centres undefined)
  86*	90*	86*	86*	89*	86*
C[N+](C)(C)CC(=O)c1ccc(-c2ccc(C(=O)C[N+](C)(C)C)cc2)cc1
  5	-16	0	-12	-12	11
Nc1nc(O)cc(=O)[nH]1
  -3	-2	3	-8	-1	2
N#CC1=C(NC(N)=O)CCCC1
  5	37	-1	35	11	10
Clc1cc(Cc2cc(Cl)c(Cl)c3c2OCOC3)c2c(c1Cl)COCO2
  -18	-25	-48	-22	-5	-11
COc1ccc(N)cc1CO
  13	-10	9	-17	-15	-12
Nc1ncnc2c1ncn2C1OC(CO)CC1O (centres undefined)
  83*!	76*!	80*!	82*!	73*!	83*!
COC(=O)C(=O)C(C(C)=O)C(=O)C(=O)Nc1ccc(C)cc1C (centres undefined)
  18	14	19	15	2	26
COC(=O)C(CC(O)c1ccccc1)N1CCOCC1 (centres undefined)
  20	23	5	15	3	-8
COC(=O)c1nc(N)nc(C(=O)OC)c1C(=O)c1ccc(C)cc1
  -20	-22	-9	-14	-27	-37
CCOC(=O)C1=C(C)NC(C)=C(C(=O)OCC)C1c1ccccc1Cl
  90*	92*	90*	nt	nt	nt
S=C(Cl)Sc1ccc(-c2ccc(SC(=S)Cl)cc2)cc1
  -8	-2	3	-6	-10	6
CCN(CC)CC(C(=O)Nc1c(C)cccc1C)/C(C)=N\NC(=S)NN (centres undefined)
  33	-5	44	10	28	2
CN(C)S(=O)(=O)Nc1ccccn1
  4	-31	-6	19	-38	-29
COc1c2c(cc3c1C(O)=CC(=O)C3=O)OCO2
  -16	-25	-29	-31	-30	-19
O=C1CSC(c2cc([N+](=O)[O-])ccc2Cl)N1c1nncs1 (centres undefined)
  28	16	22	19	37	22
Cc1cc(NS(=O)(=O)c2ccc(NCc3c4ccccc4nc4cc(Cl)ccc34)cc2)no1
  98*	99*	98*	97*	99*	96*
O=C1c2cc([N+](=O)[O-])sc2C(=O)c2c([N+](=O)[O-])csc21
  91*	93*	91*	91*	92*	92*
O=C(O)c1ccc(Nc2ccnc3cc(Cl)ccc23)cc1O
  -6	52	0	16	-7	-25

# Reformatted: results already given.
COC(=O)C(=O)C(C(C)=O)C(=O)C(=O)Nc1ccc(C)cc1C (centres undefined)
  mlh1 rad18: 18
  yeast mec2-1: 14
  yeast rad50: 19
  yeast cln2 rad14: 15
  sgs1 mgt1: 2
  yeast bub3: 26

COC(=O)C(CC(O)c1ccccc1)N1CCOCC1 (centres undefined)
  mlh1 rad18: 20
  yeast mec2-1: 23
  yeast rad50: 5
  yeast cln2 rad14: 15
  sgs1 mgt1: 3
  yeast bub3: -8

COC(=O)c1nc(N)nc(C(=O)OC)c1C(=O)c1ccc(C)cc1
  mlh1 rad18: -20
  yeast mec2-1: -22
  yeast rad50: -9
  yeast cln2 rad14: -14
  sgs1 mgt1: -27
  yeast bub3: -37

CCOC(=O)C1=C(C)NC(C)=C(C(=O)OCC)C1c1ccccc1Cl
  mlh1 rad18: 90*
  yeast mec2-1: 92*
  yeast rad50: 90*
  yeast cln2 rad14: nt
  sgs1 mgt1: nt
  yeast bub3: nt

# (more compounds)
# Every second line gives: mlh1 rad18	yeast mec2-1	yeast rad50	yeast cln2 rad14	sgs1 mgt1	yeast bub3
CCOC(=O)/C(O)=C(\C#N)c1cc(C)ccc1C
  11	-15	-8	0	-3	0
COC(=O)CCc1c(Cc2ccc[nH]2)[nH]c(C(=O)OCc2ccccc2)c1C
  75*	71*	55	77*	69	76*
c1ccc(Cc2ccc(Cc3ccccc3)cc2)cc1
  -8	-2	2	-42	-9	27
O=S(O)CCCCSSCC(O)C(O)CSSCCCCS(=O)O (centres undefined)
  73*	56	49	37	79*	58
CCOC(=O)c1[nH]cnc1/N=N/c1nc(O)c(C#N)[nH]1
  -2	10	-6	1	6	2
COC(=O)c1cccc2c1ccc1ccc3ccccc3c12
  -18	-19	-8	-84	-7	-10
O=C1C(=O)c2ccccc2C(O)=C1Br
  30	39	28	-61	49	28
COc1ccc(OC)c(NC(=O)CCCC(=O)C(C#N)c2ccc(CC#N)cc2)c1 (centres undefined)
  -26	-18	-16	-41	-34	3
CCC(Cc1ccccc1)C1=NC(C)(C)CC(C)O1 (centres undefined)
  25	4	1	-21	-5	-1
CCCCCCCCCCCCCCCCCSc1cccc(C)c1
  15	5	26	-12	21	8
NCCOCC(N)C(=O)O (centres undefined)
  8	-14	-9	-27	-52	-51
COc1cc(Nc2cnc3ccc(N)cc3n2)cc(OC)c1OC
  2	11	0	5	-15	-14
Cc1ccc2c(c1)C(C)(C)C(C)C2(C)C (centres undefined)
  21	-8	-3	-20	-14	9
S=C(NCCNC(=S)SCc1c(Cl)c(Cl)c(Cl)c(Cl)c1Cl)SCc1c(Cl)c(Cl)c(Cl)c(Cl)c1Cl
  60	14	48	-9	25	-1
CC1SCC(C)(C)NC1=O (centres undefined)
  1	5	4	-8	-4	6
CCC/C=C(\C)C(C)(C#N)C(=O)OCC (centres undefined)
  -30	-8	3	-1	11	-18
O=C1C(=O)c2ccccc2C(O)=C1CC1=C(O)c2ccccc2C(=O)C1=O
  0	-6	17	-36	12	24
O=c1c(O)c(-c2cc(O)c(O)c(O)c2)oc2cc(O)cc(O)c12
  -9	-21	14	1	8	14
CC(=O)NC(C)c1ccc(N=NN2CCCC2)cc1 (centres undefined)
  -30	-6	20	20	20	25
O=Cc1cccc(C=O)c1O
  0	-16	-12	2	2	-7
CS(=O)(=O)OCCN(CCOS(C)(=O)=O)c1ccc(C=Nc2cc(Br)c(O)c(Br)c2)c(Cl)c1
  86*	37	68	10	82*	40
CNC(=O)Nc1c(C)cccc1Cl
  -1	-34	-7	-60	-15	-2
COc1ccc(NC(C)=O)cc1C1CCC(=O)N1 (centres undefined)
  -24	7	12	10	-2	-19
CC(c1ccccc1)C1OCC(CCCCO)O1 (centres undefined)
  -20	-20	-8	1	-11	-15
N#CCCN(CCC#N)c1ccc(/C=C2\N=C(c3cc([N+](=O)[O-])ccc3Cl)N(NC(=O)CC(=O)Nc3ccccc3Cl)C2=O)cc1
  -18	-28	-31	2	-14	2
CC(C)CCCC(C)C1CCC2C3CC=C4CC(O[N+](=O)[O-])CCC4(C)C3CCC12C (centres undefined)
  18	-6	-25	-14	-17	-5
CC(C)CC(Br)C(=O)NCC(=O)O (centres undefined)
  -5&-11	-7&-55	5&-25	8	-28	-24
CC1(C)OC[C@@H](O)[C@H](C#N)CO1
  -18	28	18	20	4	-1
OC1CCCCCCCCCCC1
  -2	4	16	16	-2	3
Cn1cc(C(=O)NCCC(=N)N)cc1NC(=O)C1=[N+](C)C=C(NC(=O)c2cccc(C(=O)NC3=CC(C(=O)Nc4cc(C(=O)NCCC(=N)N)cn4C)=[N+](C)C3)c2)C1
  25	17	14	14	8	16

# Further structures follow:
# Every second line gives: mlh1 rad18	yeast mec2-1	yeast rad50	yeast cln2 rad14	sgs1 mgt1	yeast bub3
O=C1OCCCC1(Cc1ccccc1)Cc1ccccc1
  16	-8	45	-16	37	40
COC(=O)c1c(O)c2c(c3c1OC(C)(C)CC3)OC(C)(C)CC2
  11	0	-13	-3	-17	8
Cc1cc(C)c(C#N)c(NN)n1
  -1	-3	-5	12	11	0
COc1ccc(Cl)cc1NC(=O)c1ccccc1C(=O)O
  -26	21	1	-4	-3	12
CC(=O)Nc1c(C)n(C)n(-c2ccccc2)c1=O
  14	-13	-2	31	23	18
COc1ccc(CCNC(=O)Cc2ccccc2CCO)cc1OC
  -20	-7	14	-4	-30	-44
COc1ncnc(=O)[nH]1
  11	1	4	6	-14	10
O=C1c2ccccc2C(=O)c2[nH]ncc21
  -2	14	18	-62	-3	10
C1CCC(NCSC2=NCCS2)CC1
  2	-5	36	-30	0	8
COc1ccc2c(c1)CCN1CCCc3ccc(OC)cc3C21 (centres undefined)
  47	30	19	55	25	31
